aDG glyco act = activators of alpha-DG glycosylation, primary screen, uHTS, Pro5-aDG cells, AlphaScreen; alpha-DG glycosylation AlphaScreen (IIH6); 0% Pro5, 100% B10-LARGE cell signal; AID 624168, 2012; activation, % at 10 µM; 360,000 compounds, 0.22% hits;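 active = activation of at least 8% versus controls, or a plate z-score of at least 8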;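 note: Pro5 are CHO cells carrying HIG-tagged alpha-DG that lacks glycosylation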
Cardio protect = cardioprotection against H2O2-induced cell death, primary screen, uHTS, H9c2 cells, ATPLite luminescence; protection from H2O2 cell death, % at 20 µM; AID 588492, 2011; H9c2 cardiomyocytes, H2O2 injury protection, 2 h; 360,000 compounds, 0.63% hits;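 active = compounds giving at least 50% protection of heart cells from peroxide-induced death in the single-dose screen, raw or plate-pattern-corrected value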;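 note: 0% = DMSO wells with peroxide and 100% = DMSO wells without peroxide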
CaV13 ICDI inh = Primary screen for inhibitors of IQ motif and Ca2+-dependent inactivation inhibitor domain binding in CACNA1D, Förster resonance energy transfer in living cells, … | inhibition, % at 12.3 µM | HEK cells, CFP/YFP FRET ICDI-IQ, plate reader, 10 min; percent FRET-ratio fall versus neutral wells | 340,000 compounds, 0.098% hits;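 active = mean replicate inhibition of at least 30% and at least 1% of replicates passing that level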;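 note: 0% = median of the neutral control wells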
PDI inh = inhibitors of human PDI, primary screen, biochemical, turbidity, single point, plate reader | Protein disulfide-isomerase (Homo sapiens), P07237 | PDI insulin aggregation turbidity, A650, 90 min | inhibition, % at 10 µM | 350,000 compounds, 0.052% hits;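 active = mean inhibition across replicates of 30% or more, whatever share of single replicates reach that level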;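 note: absorbance from insulin aggregation driven by PDI reduction with DTT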
Target sequence (P07237 whole entry, looked up): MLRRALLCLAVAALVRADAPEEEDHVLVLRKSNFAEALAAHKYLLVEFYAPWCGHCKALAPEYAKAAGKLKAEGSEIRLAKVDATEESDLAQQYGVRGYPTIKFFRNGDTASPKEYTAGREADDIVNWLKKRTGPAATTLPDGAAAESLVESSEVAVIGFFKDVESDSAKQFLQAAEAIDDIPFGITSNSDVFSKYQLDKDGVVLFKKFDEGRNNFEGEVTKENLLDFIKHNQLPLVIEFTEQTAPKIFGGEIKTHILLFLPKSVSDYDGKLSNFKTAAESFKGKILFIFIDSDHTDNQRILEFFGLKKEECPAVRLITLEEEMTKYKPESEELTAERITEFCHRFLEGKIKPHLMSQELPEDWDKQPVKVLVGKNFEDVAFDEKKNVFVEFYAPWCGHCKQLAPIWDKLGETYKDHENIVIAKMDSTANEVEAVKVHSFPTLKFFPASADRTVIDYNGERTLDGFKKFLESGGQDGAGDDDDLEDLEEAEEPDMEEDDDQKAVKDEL
MC4R antagonist = MC4R antagonists of cAMP signaling, primary screen, cell-based, TR-FRET, antagonist arm of biased-ligand search; AID 540295, 2011; MC4R-expressing cells, MTII-stimulated cAMP, LANCE TR-FRET; 360,000 compounds, 0.48% hits; Melanocortin receptor 4 (Homo sapiens), P32245; inhibition, % at 6.5 µM;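 active = inhibition above its plate's cutoff, the mean of tested wells on that plate plus 3 SD, cut at about 29% in these data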;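 note: 0% = Melanotan II alone and 100% = Melanotan II plus saturating MCL0020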
Target sequence (P32245 whole entry, looked up): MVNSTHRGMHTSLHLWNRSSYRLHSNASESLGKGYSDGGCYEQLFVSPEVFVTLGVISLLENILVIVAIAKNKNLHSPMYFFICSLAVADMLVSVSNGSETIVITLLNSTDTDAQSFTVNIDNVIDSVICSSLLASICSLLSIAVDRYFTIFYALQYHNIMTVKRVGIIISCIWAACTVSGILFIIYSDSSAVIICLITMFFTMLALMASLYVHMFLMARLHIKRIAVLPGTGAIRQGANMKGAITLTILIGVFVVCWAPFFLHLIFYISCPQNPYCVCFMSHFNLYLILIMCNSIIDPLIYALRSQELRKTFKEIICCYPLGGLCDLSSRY
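Assay system: U2OS cells stably expressing human melanocortin 4 receptor (MC4R) / Dosing: 6.5 µM / Timing: compound 30 min, challenge 1 h, detection 1 h / Measured by: Eu-cAMP/anti-cAMP TR-FRET, emission 671 nm / Replicates: singlicate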
Glyco luc inh = increase of ERlucT glycosylation luciferase signal, primary screen, N-linked glycosylation inhibitor project, D54 ERlucT cells, luminescence, set 2; D54 ERlucT glycosylation luciferase reporter, 24 h; percent of 100 nM tunicamycin response; reporter increase, % at 12.5 µM; 360,000 compounds, 0.23% hits;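 active = mean luciferase reporter signal, scaled so untreated is 0 and the glycosylation-blocking control 100, at or above a set limit in every replicate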;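 note: luciferase carries N-glycosylation sites so blocking glycosylation raises the light; 0% = median of neutral control wells and 100% = median of 100 nM tunicamycin wells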
ABCB6 inh 2 = ABCB6 transporter inhibitors, primary screen, K562-ABCB6 cells, flow cytometry, MLPCN library | K562-ABCB6 porphyrin accumulation, 1 h; active compounds read low | fluorescence ratio to DMSO, % at 10 µM | 360,000 compounds, 0.19% hits;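 active = fluorescence ratio to DMSO below 75%, the collection mean minus 3 SD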;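 note: signal is porphyrin accumulated inside mitochondria; 100% equals median channel fluorescence of DMSO control wells; lower ratio means ABCB6 inhibition with less porphyrin fluorescence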
MC4R barr agon = MC4R agonists recruiting beta-arrestin, primary screen, cell-based, luminescence, agonist arm of biased-ligand search. Melanocortin receptor 4 (Homo sapiens), P32245. U2OS MC4R beta-arrestin complementation; percent of melanotan II response, DMSO zero. activation, % at 8.9 µM. 360,000 compounds, 0.98% hits. AID 540308, 2011;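 active = activation above a per-plate cutoff, the mean activation of sample wells on that plate plus 3 SD, cut at about 8% in these data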
m5-HT2A agonist = mouse Htr2a agonists via beta-arrestin recruitment, primary screen, cell-based, luminescence; 360,000 compounds, 0.66% hits; CHO-K1 mHTR2A beta-arrestin complementation; percent of 30 µM serotonin response; activation, % at 7.6 µM; 5-hydroxytryptamine receptor 2A (Mus musculus), P35363; AID 624169, 2012;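 active = activation above a run cutoff, the mean activation of all tested compounds plus 3 SD, cut at about 14% in these data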;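 note: 0% = plate median of compound wells and 100% = 30 µM serotonin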
Vif imaging = HIV Vif self-association inhibitors, primary screen, imaging, HEK293T, single point; HEK293T cells, Vif self-association by quenched fluorescence, 24 h; inhibition, % at 7.49 µM; 340,000 compounds, 0.35% hits; in the data active = inhibition above about 50%, passing the limit was not always enough; note: some results filed as inactive read as strong as hits
* = called active by the depositor; / = no result given.

#	SMILES	aDG glyco act	Cardio protect	CaV13 ICDI inh	PDI inh	MC4R antagonist	Glyco luc inh	ABCB6 inh 2	MC4R barr agon	m5-HT2A agonist	Vif imaging
1	CC(C)CCNC(=O)[C@H](Cc1ccccc1)N1Cc2ccccc2C1=O	0.2	3	-4	-1	15	-1	107	1.0	2	-7
2	Nc1c(C(=O)c2ccc(Cl)cc2)sc2nsc(SCCN3CCOCC3)c12	1.0	-9	-7	-5	16	-1	195	1.3	-4	-4
3	COc1cc(CN(CC(C)C)S(=O)(=O)c2ccccc2Br)cc(OC)c1	0.0	-16	-5	14	3	2	93	-0.6	2	-4
4	Cc1ccc(-n2nc3c(c2NC(=O)CCC2CCCCC2)CS(=O)C3)cc1 (centres undefined)	0.0	2	-7	3	8	-3	101	-0.5	2	-7
5	Cc1ccc(S(=O)(=O)c2nc(Nc3ccccc3C#N)sc2Cl)cc1	0.2	-8	-2	-1	25	-2	95	5.4	-3	-6
6	CNC(=S)NNC(=O)c1ccc(=O)n(Cc2cccc(C(F)(F)F)c2)c1	-0.2	2	4	-1	12	1	99	-0.7	2	19
7	CC(C)CC(=O)N(c1nnc(-c2cccnc2)s1)C1CCCC1	0.1	11	-20	-4	15	-1	95	2.2	-9	-1
8	CCc1cccc(NC(=O)COC(=O)c2c(-c3ccccc3)noc2C)c1	-0.1	-4	-7	9	2	-2	93	0.8	3	-9

Some of these compounds in order of the PDI inh value, rising.
| nr | SMILES | aDG glyco act | CaV13 ICDI inh | PDI inh | MC4R antagonist | Glyco luc inh | ABCB6 inh 2 | MC4R barr agon | m5-HT2A agonist | Vif imaging |
| --- | --- | --- | --- | --- | --- | --- | --- | --- | --- | --- |
| 2 | Nc1c(C(=O)c2ccc(Cl)cc2)sc2nsc(SCCN3CCOCC3)c12 | 1.0 | -7 | -5 | 16 | -1 | 195 | 1.3 | -4 | -4 |
| 7 | CC(C)CC(=O)N(c1nnc(-c2cccnc2)s1)C1CCCC1 | 0.1 | -20 | -4 | 15 | -1 | 95 | 2.2 | -9 | -1 |
| 4 | Cc1ccc(-n2nc3c(c2NC(=O)CCC2CCCCC2)CS(=O)C3)cc1 (centres undefined) | 0.0 | -7 | 3 | 8 | -3 | 101 | -0.5 | 2 | -7 |

(continued)
#	SMILES	aDG glyco act	Cardio protect	CaV13 ICDI inh	PDI inh	MC4R antagonist	Glyco luc inh	ABCB6 inh 2	MC4R barr agon	m5-HT2A agonist	Vif imaging
9	O=C(c1ccco1)N1CCN(C2CN(Cc3cn(Cc4ccccc4C(F)(F)F)nn3)S(=O)(=O)C2)CC1 (centres undefined)	-0.2	7	-3	/	/	3	84	/	0	/
10	Cc1ccccc1NS(=O)(=O)c1ccc2[nH]cc(C(=O)NCCCN3CCOCC3)c(=O)c2c1	0.3	1	/	-9	2	0	122	-3.1	-5	11
11	O=C(O)C(Nc1nc(C(F)(F)F)nc2ccccc12)c1ccccc1 (centres undefined)	0.0	3	-1	11	6	1	97	-0.1	2	8
12	O=C(Nc1cccc2cccnc12)c1ccc(Cl)cc1Cl	0.7	-10	-4	3	13	-1	97	1.1	4	0
13	Cc1ccc(S(=O)(=O)Nc2cccc(C(=O)N3CCCC3)c2)cc1F	0.4	3	-6	-1	14	-1	105	0.1	-5	-8
14	O=C(NNc1ncnc2c1cnn2-c1ccc(F)cc1)c1cccs1	-0.2	1	-6	2	5	4	99	-2.2	0	-9
15	Cc1cc(/C=C2/C(=O)N(C)C(=S)N2C)c(C)n1C1CC1	-0.2	0	-3	3	-1	3	132	0.3	2	9
16	CC1CC1C(=O)OCC(=O)Nc1ccccc1Oc1ccccc1 (centres undefined)	0.2	5	-5	-2	2	-3	107	0.0	-2	9
17	Cc1ccccc1C(=O)Nc1cccc(-c2ccc(N3CCOCC3)nn2)c1	0.0	-9	-5	1	0	-5	95	-3.4	10	-15
18	Nc1ncnc2c1ncn2[C@@H]1O[C@H](CNCc2ccccc2OCC(=O)N2CCCCC2)[C@@H](O)[C@H]1O	-0.1	1	-6	-4	4	0	101	-3.3	1	2
19	O=C(NC(=S)Nc1ccc([N+](=O)[O-])cc1)c1ccco1	-0.2	-1	-4	9	6	-1	103	2.0	0	10
20	Cc1ccc2c(c1)C=CC(C#N)N2C(=O)c1ccccc1 (centres undefined)	-0.3	1	-3	-6	-5	11	91	-2.3	0	-1
21	CC1(NC(=O)NCc2ccccc2)CCS(=O)(=O)C1 (centres undefined)	-0.4	11	0	7	5	0	101	0.0	1	-6
22	CC(=O)c1c(C)n(-c2ccc(Br)cc2)c2ccc(O)cc12	-0.1	36	-6	-10	1	-4	91	-0.1	5	12
23	CCOC(=O)c1cn(CC(=O)Nc2ccc(C(C)C)cc2)nn1	0.0	0	-4	8	7	1	97	1.6	2	-11
24	COc1ccc(OC)c(CNC(=O)CCn2c(=O)c3cccn3c3ccc(F)cc32)c1	0.0	0	-6	-4	4	1	98	-1.6	-2	-8
25	CN(C)S(=O)(=O)Oc1cc(Cl)ccc1C(=O)Nc1ccc(F)cc1F	0.2	-1	-4	0	26	0	96	-1.0	-5	-2
26	O=c1oc([C@@H](O)c2ccccc2)cc2ccccc12	0.0	5	-11	2	-6	-1	99	-0.1	-2	-4
27	CCN(CC)S(=O)(=O)c1ccc(Cl)c(NC(=O)COC(=O)c2nc3nc(C)cc(C)n3n2)c1	0.0	-9	-2	11	8	0	98	0.4	6	-16
28	COc1ccc(Br)cc1S(=O)(=O)N1CCN=C1c1ccccc1	0.1	2	/	-12	16	0	96	-0.5	4	-2
29	COC(=O)c1ccc(COc2ccc(C(C)(C)C)cc2)o1	-0.1	-12	-31	1	8	-7	98	-1.2	1	-3
30	OC1COC(c2ccccc2)OC1C(O)C1OC(c2ccccc2)OCC1O (centres undefined)	0.0	4	-7	-2	6	0	94	-2.1	-3	-9
31	COc1cccc(CN(C)CC(=O)Nc2cc(S(=O)(=O)N3CCCC3)ccc2Cl)c1OC	0.6	-24	-7	1	3	-4	92	-0.8	-14	-20
32	Cc1cccc(Oc2ncnc3onc(C)c23)c1	0.3	11	-2	10	2	0	103	-0.7	0	7
33	CCOC(=O)c1ccc(-c2csc(NC(=O)CN3CCC(C)CC3)n2)cc1	0.4	0	-5	-3	11	-2	98	-1.7	9	2
34	c1ccc(-n2ncc3c(NCc4ccccn4)ncnc32)cc1	-0.1	4	-8	3	3	1	112	-0.4	-3	-5
35	CCOC(=O)c1ccc(Nc2cc(C)nc(N3CCOCC3)n2)cc1	0.9	13	-4	3	15	-1	100	0.1	-3	-9
36	O=C(Nc1ccc2c(c1)C(=O)OC2)c1ccc(Cl)cc1Cl	0.0	2	-4	-11	16	0	107	-1.7	2	3
37	CCOC(=O)c1[nH]c(C)c(C(=O)NCCC2=CCCCC2)c1C	0.0	-7	-6	0	10	0	101	-1.9	-5	16
38	Cc1ccc(S(=O)(=O)N2CCOC2CNC(=O)C(=O)NCc2ccncc2)cc1 (centres undefined)	-0.1	-3	-7	1	2	0	103	1.1	5	-2
39	O=C(O)c1ccc(NC(=O)c2ccccc2NC(=O)c2cccc(Br)c2)cc1	-0.1	-6	-5	-4	-1	1	102	-0.3	-2	6
40	COCCNC(=O)C1(C)C=CC2(CCCCC2)N1C(=O)c1ccccc1 (centres undefined)	-0.2	1	-11	9	7	1	100	0.7	4	-4
41	O=C(Nc1ncnc2c1CCC2)C12CC3CC(CC(C3)C1)C2	0.0	2	-8	-2	0	-2	98	-0.5	0	-4
42	Cc1ccc(NC(=O)CNc2cc(S(=O)(=O)N3CCOCC3)ccc2NCC2CCCO2)cc1F (centres undefined)	-0.1	0	-3	9	19	2	112	1.9	-3	11
43	O=C1CCCC2=C1C(c1ccsc1)CC(=O)N2c1ccccc1 (centres undefined)	0.0	0	-5	6	-10	2	102	0.0	-2	3
44	O=C1/C(=C/c2ccc(Cl)cc2)SC(=S)N1CCC(=O)N1CCCCC1CCO (centres undefined)	0.1	-22	-4	-6	8	1	96	0.1	0	-1
45	COc1cc(C(=O)Nc2ccc(C)cc2)c(-n2cnnn2)cc1OC	-0.1	3	-5	3	15	0	96	-1.5	7	24
46	COCCn1c(C)cc(C(=O)COc2ccc(N(C)S(=O)(=O)c3ccc(C)cc3)cc2)c1C	-0.5	-8	-6	14	5	-4	93	-1.7	1	0
47	O=C(O)Cc1ccc(NCc2ccccc2Cl)cc1	-0.1	5	7	-7	1	0	97	-2.2	0	-11
48	CCOC(=O)CON1C(=O)C(=O)N(OCC(=O)OCC)C2CCCCC21 (centres undefined)	0.1	3	-4	-5	13	0	95	0.4	6	-2
49	O=S1(=O)C[C@H](N2CCN(CCO)CC2)[C@@H](COCc2ccccc2)N1	0.1	1	-6	/	/	1	102	/	4	/
50	Cc1ccc(S(=O)(=O)c2cc3c(=O)n4ccccc4nc3n(Cc3ccco3)c2=N)cc1	0.0	4	-6	-1	-9	2	94	0.6	-2	-10
51	CCN1CCN(Cc2ccc(NC(=O)Nc3ccccc3Cl)cc2)CC1	0.2	-7	-1	-6	6	-13	105	-0.1	-10	14
52	CC(=O)Nc1cccc(NC(=O)c2ccc(C(=O)Nc3cccc(NC(C)=O)c3)nc2)c1	0.1	1	-4	-8	7	1	92	-3.1	9	-3
53	COc1ccccc1C(=O)NNC1=NS(=O)(=O)c2ccccc21	0.1	0	-20	0	-5	-1	97	-0.4	14	-2
54	CNC(=O)c1c(NC(=O)c2ccco2)sc2c1CCC2	-0.1	4	-3	2	6	2	98	-1.8	8	-1

Filtered by structure: those above with a thiophene ring, fused or not (four)
#	SMILES	aDG glyco act	Cardio protect	CaV13 ICDI inh	PDI inh	MC4R antagonist	Glyco luc inh	ABCB6 inh 2	MC4R barr agon	m5-HT2A agonist	Vif imaging
2	Nc1c(C(=O)c2ccc(Cl)cc2)sc2nsc(SCCN3CCOCC3)c12	1.0	-9	-7	-5	16	-1	195	1.3	-4	-4
14	O=C(NNc1ncnc2c1cnn2-c1ccc(F)cc1)c1cccs1	-0.2	1	-6	2	5	4	99	-2.2	0	-9
43	O=C1CCCC2=C1C(c1ccsc1)CC(=O)N2c1ccccc1 (centres undefined)	0.0	0	-5	6	-10	2	102	0.0	-2	3
54	CNC(=O)c1c(NC(=O)c2ccco2)sc2c1CCC2	-0.1	4	-3	2	6	2	98	-1.8	8	-1
